GDH-TPI inh: GDH-TPI coupling enzyme inhibitors, primary screen, artefact control for M. tuberculosis FBA inhibitor project, biochemical, absorbance, full deck; inhibition, % at 4.8 µM; GDH-TPI coupled enzyme counterscreen, NADH absorbance; 360,000 compounds, 1.2% hits; in the data active = inhibition above about 30%;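 note: 0% = DMSO wells and 100% = wells lacking the enzyme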
UGM FP inh: M. tuberculosis UGM enzyme inhibitors, primary screen, biochemical, fluorescence polarization, single point. AID 504406, 2011. purified UGM, fluorescence polarization probe displacement. UDP-galactopyranose mutase (Mycobacterium tuberculosis (strain ATCC 25618 / H37Rv)), …. inhibition, % at 10 µM. 320,000 compounds, 0.06% hits; in the data active = inhibition above about 10%, passing the limit was not always enough; inconclusive = no clear call, values can overlap the other calls
PfHsp40 yeast: rescue of yeast from PfHsp40 toxicity, primary screen, S. cerevisiae, ATP luminescence | S. cerevisiae expressing PfHsp40, growth rescue | AID 504582, 2011 | 340,000 compounds, 0.68% hits | growth rescue, % at 12.5 µM; in the data active = growth rescue above about 28%, passing the limit was not always enough; inconclusive = no clear call, values can overlap the other calls;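 note: yeast W303a lacking pdr1 and pdr3 grown in galactose medium; growth measured after three days at 30 °C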
BioA inh: M. tuberculosis BioA enzyme inhibitors, primary screen, biochemical, plate reader, single point, HTS; 360,000 compounds, 0.096% hits; purified M. tuberculosis BioA enzyme; 7,8-diaminopelargonic acid synthase BioA (Mycobacterium tuberculosis); inhibition, % at 9.99 µM; in the data active = inhibition above about 40%; inconclusive = no clear call, values can overlap the other calls
FadD28 binding: inhibitors of FadD28 bisubstrate probe binding, primary screen, biochemical, fluorescence polarization, single point; inhibition, % at 12.5 µM; 360,000 compounds, 0.22% hits; AID 588549, 2011; in the data active = inhibition above about 8.5%, passing the limit was not always enough; inconclusive = no clear call, values can overlap the other calls
Anthrax LF prot: Bacillus anthracis LF protease inhibitors, primary screen, biochemical, multiplex microsphere, MLPCN library; Lethal factor (Bacillus anthracis), P15917; multiplex microsphere protease cleavage assay; inhibition, % at 10 µM; 360,000 compounds, 0.12% hits; note: plate controls were buffer without enzyme for full effect and enzyme alone for no effect
Target sequence (P15917 whole entry, looked up): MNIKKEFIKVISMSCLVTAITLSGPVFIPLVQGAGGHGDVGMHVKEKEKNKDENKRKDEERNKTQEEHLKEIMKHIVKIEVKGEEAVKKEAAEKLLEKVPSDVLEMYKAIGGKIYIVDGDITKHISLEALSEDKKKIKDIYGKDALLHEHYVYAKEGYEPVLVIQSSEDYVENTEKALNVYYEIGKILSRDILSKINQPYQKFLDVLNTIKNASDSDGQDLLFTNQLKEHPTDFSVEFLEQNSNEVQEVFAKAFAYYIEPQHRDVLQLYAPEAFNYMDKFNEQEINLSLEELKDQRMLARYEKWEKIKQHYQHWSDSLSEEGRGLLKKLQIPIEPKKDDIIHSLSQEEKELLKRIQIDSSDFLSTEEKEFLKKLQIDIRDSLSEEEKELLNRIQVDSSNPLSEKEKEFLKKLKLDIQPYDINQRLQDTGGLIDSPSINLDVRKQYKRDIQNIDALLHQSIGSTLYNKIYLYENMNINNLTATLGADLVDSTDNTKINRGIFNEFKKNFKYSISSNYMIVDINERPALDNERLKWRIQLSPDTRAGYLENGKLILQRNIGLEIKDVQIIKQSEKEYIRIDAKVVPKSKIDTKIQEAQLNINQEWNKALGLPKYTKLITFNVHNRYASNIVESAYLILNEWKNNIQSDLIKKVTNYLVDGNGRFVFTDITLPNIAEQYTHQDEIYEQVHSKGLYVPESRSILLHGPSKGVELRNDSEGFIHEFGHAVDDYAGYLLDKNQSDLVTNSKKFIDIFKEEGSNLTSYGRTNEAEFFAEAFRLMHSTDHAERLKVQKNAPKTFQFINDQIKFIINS
Mtb FBA inh: Mtb FBA enzyme inhibitors, primary screen, biochemical, fluorescence, strain H37Rv | purified M. tuberculosis FBA, fluorescence read-out | AID 588726, 2011 | Fructose-bisphosphate aldolase (Mycobacterium tuberculosis (strain ATCC 25618 / H37Rv)), … | inhibition, % at 1 µM | 360,000 compounds, 2.3% hits; in the data active = inhibition above about 27%;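 note: 0% = vehicle and 100% = reference inhibitor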
BoNT-F LC inh: BoNT/F light chain protease inhibitors, primary screen, biochemical, flow cytometry, MLPCN library. Botulinum neurotoxin type F light chain protease (Clostridium botulinum). Multiplex microsphere protease cleavage assay. 360,000 compounds, 0.22% hits. AID 588497, 2011. inhibition, % at 10 µM; in the data active = inhibition above about 35%, passing the limit was not always enough; inconclusive = no clear call, values can overlap the other calls; note: plate controls were buffer without enzyme for full effect and enzyme alone for no effect
BoNT-A LC inh2: BoNT/A light chain protease inhibitors, primary screen, biochemical, flow cytometry, MLPCN library | Botulinum neurotoxin type A light chain protease (Clostridium botulinum A str. ATCC 3502) | multiplex microsphere protease substrate cleavage | inhibition, % at 10 µM | 360,000 compounds, 0.17% hits | AID 588499, 2011; note: plate controls were buffer without enzyme for full effect and enzyme alone for no effect
* hit, by the source's call; u = inconclusive; x = not tested or not shown. Cut-off read from the data, not from the text of the source, unless noted: active = inhibition above about 30%; inconclusive = no clear call, values can overlap the other calls; inactive = below that.

SMILES	GDH-TPI inh	UGM FP inh	PfHsp40 yeast	BioA inh	FadD28 binding	Anthrax LF prot	Mtb FBA inh	BoNT-F LC inh	BoNT-A LC inh2
O=[N+]([O-])c1ccc(/C=C/c2ccc3cccc([N+](=O)[O-])c3n2)cc1	14	0.3	-0.1	x	1.5	2	-1	-7	1.7
COc1cc2c(C(=O)NCCCOC(C)C)cn(CC(C)C)c(=O)c2cc1OC	3	-1.8	5.4	-0.8	-2.6	-7	4	u	-0.7
Cc1cccc(-c2ccc3c(c2)C2CC3CCN2C(=O)OCc2ccccc2)c1 (stereo unspecified)	0	x	-0.7	-1.9	0.7	-12	1	-7	-0.3
N#C/C(=C(/O)CCl)c1nnc2n1CCCCC2	-1	-2.5	-0.9	-2.1	0.0	-6	-5	2	0.1
O=C(NC1(C(F)(F)F)NC(=O)N(Cc2ccccc2)C1=O)c1cccs1 (stereo unspecified)	-1	-1.2	0.3	-0.8	-2.3	-4	1	-5	-1.0
Cc1c(Br)c([N+](=O)[O-])nn1CC(=O)N1CCN(C23CC4CC(CC(C4)C2)C3)CC1	-4	-0.2	0.8	0.3	-2.1	0	-1	-3	0.3
O=[N+]([O-])c1cccnc1Oc1ccc(F)cc1F	12	2.4	1.2	x	-1.0	-1	1	11	-0.2
COc1ccc(Nc2ncnc3c2cnn3-c2ccccc2)cc1OC	16	4.4	1.9	1.6	-2.6	-9	-2	-13	-1.3
O=C(NC1CCCC1)c1cccc2c1C(=O)c1ccc(/C=C/c3ccccc3)cc1S2(=O)=O	8	3.6	-1.1	-0.9	-1.4	-2	6	15	2.3
COc1ccc(Nc2ncccc2C(=O)NCc2ccccc2)cc1	17	3.4	4.7	1.8	1.8	-4	0	-3	u
O=C(CC1C(=O)OCC2CCCCN21)Nc1ccccc1C(F)(F)F (stereo unspecified)	4	-0.1	0.3	x	-0.4	-6	7	-4	0.5
COc1ccc(-c2noc(=O)n2Cc2ccccc2F)cc1	6	1.1	1.1	-1.2	-2.5	4	-1	5	-1.4
Cn1c(NCCc2ccccc2)cc(=O)n(C)c1=O	-3	-1.5	0.8	1.7	-2.5	4	4	0	0.2
CC(=O)NCc1nc2ccccc2n1Cc1ccccc1C	-1	5.3	0.0	-1.5	-3.9	-5	-1	-11	-0.5
CC(C)COC(=O)NC1c2ccccc2Oc2ccccc21	10	0.0	1.4	-2.0	-4.3	1	-3	-3	0.3
O=C(O)C(Cc1ccc(F)cc1)c1ccccc1 (stereo unspecified)	8	-0.2	0.7	11	0.3	-15	-2	-10	-3.5
CCOc1ccc(-c2cc(C(=O)NCCCN3CCCC3)c3ccccc3n2)cc1	21	1.6	-0.7	-1.6	-0.8	-2	28*	-6	-1.6
C[C@]12C(=O)N(c3cccc(F)c3)C(=O)N1[C@@H]1c3ccccc3OC[C@@H]1[C@H]2c1ccccc1	-1	-0.3	0.1	-1.1	-4.7	6	-4	2	0.5
FC(F)Sc1ccc(-n2c(-c3ccc(Cl)cc3)c[n+]3c2CCC3)cc1	-12	-4.4	0.5	x	-2.5	-2	-10	-3	0.4
CCc1cccc2c(C(=O)COC(=O)c3nccnc3N)c[nH]c12	3	0.1	2.2	-0.8	2.8	-4	14	-15	-5.8
C=CCn1c(CSc2nnc(-c3ccccc3)n2C)n[nH]c1=S	8	-1.6	-1.0	1.0	-4.2	-1	-1	5	0.1
O=C(CN1C(=O)C2CC=CCC2C1=O)Nc1ccc(OC(F)(F)F)cc1 (stereo unspecified)	3	x	-1.6	-0.6	-3.3	-5	0	9	-0.5
CCOc1ccc(/C(O)=C2\C(=O)C(=O)N(c3ccc(OC)cc3)C2c2ccccc2[N+](=O)[O-])cc1 (stereo unspecified)	11	-1.4	x	-0.2	-0.7	x	0	x	x
Cc1cccc(NCc2cc(Cl)cc(Cl)c2O)n1	5	0.4	8.3	1.9	1.3	-3	0	-11	2.2
CC(Sc1ccc(S(=O)(=O)N2CCN(C)CC2)cn1)C(=O)NC1(C#N)CCCCC1 (stereo unspecified)	1	x	-1.0	0.0	-4.1	x	-2	x	x
CCOC(=O)CC1=NN(c2ccccc2)C(=O)C1=c1sc(=C2SC(C)=C(C)N2CC)c(=O)n1CC	-10	x	-1.4	0.6	0.4	-2	-2	5	-0.5
O=C(O)c1cccc(S(=O)(=O)Nc2cc(Cl)ccc2Cl)c1	-1	3.9	-1.1	x	-3.2	6	-2	0	-2.1
COC(=O)COc1ccc2c(=O)c(-c3ccccc3OC)coc2c1	2	1.2	0.5	x	-1.7	-5	2	-2	0.4
CCCNC(=O)COC(=O)c1n[nH]c2ccccc12	0	1.5	-0.3	x	-2.3	-3	11	-5	-0.5
O=C(Cn1cc(C(F)(F)F)ccc1=O)N/N=C/c1ccccc1O	-5	-2.7	0.2	1.0	-3.4	-1	6	-2	-1.7
CCCCN(C(=O)c1cc2ccccc2o1)c1c(N)n(CC(C)C)c(=O)[nH]c1=O	11	2.2	0.8	-3.9	-0.1	-3	-1	-8	0.5
CC(C)c1ccc(-n2nnnc2SCC(=O)NC2CC2)cc1	1	1.8	0.7	0.3	-1.1	9	0	-1	-0.1
Cc1ccc(SCC(=O)O/N=C(\N)c2cccnc2)cc1	-2	1.1	0.2	1.7	-1.3	-4	2	4	0.7
O=C(COc1ccc(S(=O)(=O)N2CCCC2)cc1)N1CCCC1	-4	0.3	0.3	0.4	-0.8	-9	0	-10	-1.7
Cc1cc(C)cc(Oc2ccc(C(F)(F)F)cc2C#N)c1	-1	1.4	-1.8	-0.9	-2.8	-1	-2	-1	-0.3
COc1cc(SC)ccc1C(=O)N1CCN(Cc2ccc3c(c2)OCO3)CC1	7	-2.0	-0.3	0.6	-1.8	8	-2	u	0.3
CCOC(=O)C1=C(c2ccccc2)N(C)C(=O)NC1c1ccc(OC(F)F)c(OC)c1 (stereo unspecified)	4	1.2	0.2	3.6	2.3	-5	5	-5	0.6
CC(=O)c1ccc(Nc2ncnc3c2oc2ccccc23)cc1	25	0.5	-0.2	5.9	-0.6	4	1	-2	-0.9
CC1CCN(S(=O)(=O)c2ccc(C(=O)N3CCN(c4ccccc4F)CC3)cc2)CC1	-3	2.3	0.0	-1.5	1.7	0	-1	-15	-2.0
O=C1C(Cl)=C(N2CCOCC2)C(=O)N1c1cccc(C(F)(F)F)c1	12	3.8	2.5	-1.7	-0.3	-3	-2	u	-5.1
COc1ccc(CN2CCc3ccccc3C2)cc1Br	14	3.7	-0.8	-4.6	-1.6	-22	9	0	-3.5
Cn1c(SC/C=C/c2ccccc2)nnc1-c1ccco1	7	2.1	-1.3	x	-0.4	5	1	-6	-0.8
C=CCn1c(SCC(=O)c2cc(C)n(C)c2C)nnc1-c1ccncc1	9	0.8	0.3	1.3	0.3	-2	0	2	0.2
Cc1c(C(=O)Nc2cccc(Oc3ccccc3)c2)sc(=O)n1Cc1ccc(F)cc1	11	x	x	-0.4	-0.5	-5	3	-10	0.2
CCN(CC)c1ccc2c(C)c(CO)c(=O)oc2c1	8	3.6	-0.3	x	-0.3	-1	49*	-3	-0.7
O=C(COC(=O)Cc1ccsc1)Nc1ccccc1	4	-0.3	0.6	x	-2.0	1	0	-9	-1.9
CCCn1c(N2CCN(C(=O)Nc3ccc(Cl)cc3)CC2)nc2ccccc21	-11	-1.5	-0.4	0.7	-3.3	-6	-1	0	-0.7
CCSc1nnc(NC(=O)C2CCCN(S(=O)(=O)c3cnc[nH]3)C2)s1 (stereo unspecified)	2	1.6	-0.7	0.7	0.2	-2	0	2	-0.2

Reprinted from the results shown for reference:
SMILES	GDH-TPI inh	UGM FP inh	PfHsp40 yeast	BioA inh	FadD28 binding	Anthrax LF prot	Mtb FBA inh	BoNT-F LC inh	BoNT-A LC inh2
Cn1c(SC/C=C/c2ccccc2)nnc1-c1ccco1	7	2.1	-1.3	x	-0.4	5	1	-6	-0.8
C=CCn1c(SCC(=O)c2cc(C)n(C)c2C)nnc1-c1ccncc1	9	0.8	0.3	1.3	0.3	-2	0	2	0.2
Cc1c(C(=O)Nc2cccc(Oc3ccccc3)c2)sc(=O)n1Cc1ccc(F)cc1	11	x	x	-0.4	-0.5	-5	3	-10	0.2
CCN(CC)c1ccc2c(C)c(CO)c(=O)oc2c1	8	3.6	-0.3	x	-0.3	-1	49*	-3	-0.7
O=C(COC(=O)Cc1ccsc1)Nc1ccccc1	4	-0.3	0.6	x	-2.0	1	0	-9	-1.9
CCCn1c(N2CCN(C(=O)Nc3ccc(Cl)cc3)CC2)nc2ccccc21	-11	-1.5	-0.4	0.7	-3.3	-6	-1	0	-0.7

Additional results
SMILES	GDH-TPI inh	UGM FP inh	PfHsp40 yeast	BioA inh	FadD28 binding	Anthrax LF prot	Mtb FBA inh	BoNT-F LC inh	BoNT-A LC inh2
Cc1cnc(C(=O)OCC(=O)Nc2ccc(C)c(S(=O)(=O)N(C)C)c2)cn1	1	0.1	1.3	x	-5.0	-2	-7	-4	-0.5
O=c1cc(CSc2ccc(Cl)cc2)nc2nc[nH]n12	2	3.4	-1.3	1.3	-0.3	-4	0	-1	-1.4
COCCOC(=O)/C(=C\c1cc(C(C)(C)C)c(O)c(C(C)(C)C)c1)C(C)=O	26	2.0	-1.7	5.4	1.8	0	-2	-7	-0.5
COC(=O)CCCCC(=O)C1C(=O)CC(C)(C)C(C(=O)OC)C1=O (stereo unspecified)	-8	1.2	0.4	-1.9	-3.9	0	1	-5	0.1
COc1ccc(CNC(=O)CN(Cc2ccco2)C(=O)CNS(=O)(=O)c2ccccc2)cc1	4	-3.6	-0.7	-2.7	0.1	2	2	-6	-1.0
O=C(/C=C/[C@H]1O[C@@H](n2cnc3c(NC(=O)c4ccccc4)ncnc32)[C@H](O)[C@@H]1O)N[C@@H](CO)Cc1c[nH]c2ccccc12	x	x	x	2.6	-3.0	3	0	0	0.3
CC(C)CCN(CC(=O)NC(C)(C)C)C(=O)C(=O)Nc1ccc2c(c1)OCCO2	0	-3.1	-0.7	x	-0.6	2	-1	-7	-1.0
COCCNC(=O)C(c1ccc(Cl)cc1)N(Cc1ccco1)C(=O)CCC(=O)Nc1ccccn1 (stereo unspecified)	-4	0.4	0.7	-1.2	x	-4	1	-5	1.1
O=c1cc(C(F)(F)F)nc(SC/C=C/c2ccccc2)[nH]1	-9	-0.1	7.9	1.9	-0.2	-1	-8	2	-0.1
CCOC(=O)c1c(NC(=O)C2C3CCC(O3)C2C(=O)O)sc2c1CCC(CC)C2 (stereo unspecified)	5	-1.4	0.0	3.4	2.0	-2	10	3	-0.4
N#CCCNc1ccc(OCCC#N)cc1	-8	-3.6	-0.5	-0.7	-0.1	2	-3	-7	-1.5
Cc1nn2c(-c3ccc(S(=O)(=O)N4CCN(CCO)CC4)o3)nnc2c2ccccc12	7	-1.5	-0.3	4.3	-4.2	-1	13	-1	-2.4
CCOC(=O)C1CCCN(C(=O)c2ccc(OC)c(OC)c2)CC1 (stereo unspecified)	8	x	x	-1.4	-2.0	-3	1	-1	0.1
CC(c1ccc(F)cc1)n1cc(C(=O)NCc2ccccn2)nn1 (stereo unspecified)	-3	1.6	0.0	x	-2.4	-1	2	-8	-1.4
CCC(C)CNC(=O)c1cccc(OC2CCN(CC(C)(C)C)CC2)c1 (stereo unspecified)	-6	2.1	-0.9	3.8	-5.1	-13	0	u	1.3

Screening results: PubChem, several laboratories
